m5-HT2A agonist: agonists of mouse serotonin 5-HT2A receptor (HTR2A); 360,000 tested, 0.66% active; activation, % at 7.6 µM; CHO-K1 mHTR2A beta-arrestin complementation, luminescence; percent of 30 µM serotonin response; P35363;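 active = activation above a run cutoff, the mean activation of all tested compounds plus 3 SD, cut at about 14% in these data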;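 also: 0% = plate median of compound wells and 100% = 30 µM serotonin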
Target sequence (P35363 whole entry, looked up): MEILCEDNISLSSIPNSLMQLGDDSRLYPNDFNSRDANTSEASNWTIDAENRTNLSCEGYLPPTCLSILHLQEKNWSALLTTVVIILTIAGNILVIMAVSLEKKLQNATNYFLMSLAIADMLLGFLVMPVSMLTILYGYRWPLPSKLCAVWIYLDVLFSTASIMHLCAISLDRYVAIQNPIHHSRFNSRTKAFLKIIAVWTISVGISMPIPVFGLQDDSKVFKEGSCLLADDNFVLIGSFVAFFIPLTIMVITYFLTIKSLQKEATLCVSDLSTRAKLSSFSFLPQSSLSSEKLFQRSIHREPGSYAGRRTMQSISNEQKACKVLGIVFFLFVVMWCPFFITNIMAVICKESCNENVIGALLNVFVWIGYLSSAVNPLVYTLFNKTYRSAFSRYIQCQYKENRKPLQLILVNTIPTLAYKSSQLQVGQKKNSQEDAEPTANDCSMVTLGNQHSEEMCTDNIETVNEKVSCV
hiPSC survival: increases survival of single human iPS cells. hiPSC single-cell survival, ATPlite luminescence; 100% = ROCK inhibitor wells, 0% = DMSO. survival enhancement, % at 20 µM. 360,000 tested, 0.044% active; in the data active = survival enhancement above about 18%;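 also: cells exposed to compounds for 16 hours before the ATP read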
NR2E3 ag-1: activates human NR2E3 receptor. 360,000 tested, 0.35% active. inhibition of corepressor binding, % at 3.98 µM. AID 602229. CHO-S Gal4-NCOR/VP16-NR2E3 two-hybrid, luciferase;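 active = inhibition above the mean of all tested compounds plus 3 SD, cut at about 70% in these data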;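 also: 0% = DMSO with NR2E3 transfected cells and 100% = cells lacking NR2E3 construct; higher means lower luciferase signal from less NR2E3 corepressor binding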
Target sequence (Q9Y5X4 whole entry, looked up, the tested form may be a part): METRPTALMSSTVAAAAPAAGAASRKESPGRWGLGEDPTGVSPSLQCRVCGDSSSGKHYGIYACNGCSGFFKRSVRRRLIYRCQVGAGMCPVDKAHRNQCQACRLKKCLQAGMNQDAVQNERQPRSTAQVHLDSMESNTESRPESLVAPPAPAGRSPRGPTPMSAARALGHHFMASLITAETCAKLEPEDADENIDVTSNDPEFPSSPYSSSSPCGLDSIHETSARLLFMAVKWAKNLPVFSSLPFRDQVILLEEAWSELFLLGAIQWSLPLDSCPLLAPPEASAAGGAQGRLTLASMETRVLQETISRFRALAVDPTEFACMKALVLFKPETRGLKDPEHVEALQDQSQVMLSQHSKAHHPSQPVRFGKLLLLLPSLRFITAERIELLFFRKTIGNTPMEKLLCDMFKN
CaV13 ICDI inh: Disruptors of the CACNA1D IQ motif to Ca2+-dependent inactivation inhibitor domain association, primary screening, Förster resonance energy transfer in intact living …. HEK cells, CFP/YFP FRET ICDI-IQ, plate reader, 10 min; percent FRET-ratio fall versus neutral wells. inhibition, % at 12.3 µM. 340,000 tested, 0.098% active. AID 743397;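 active = mean replicate inhibition of at least 30% and at least 1% of replicates passing that level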;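 also: 0% = median of the neutral control wells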
NR2E3 ag-2: NR2E3 (human) agonism | Q9Y5X4 | GST-NR2E3/biotin-RetCOR TR-FRET, 1536-well | inhibition of corepressor binding, % at 4.78 µM | 320,000 tested, 0.12% active | AID 2300;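 active = percent inhibition above the cutoff of mean plus 3 SD of all tested compounds, set per screening campaign, cut at about 20% in these data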;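 also: 0% = DMSO wells and 100% = biotin wells as full block of FRET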
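System: GST-NR2E3 and biotin-RetCOR proteins; probe or stimulus: 7 nM biotin-RetCOR; doses: compound at 4.8 µM, single dose; schedule: Compound–protein incubation for 5 h at 4 °C; detection: time-resolved FRET; read-out: percent inhibition; controls: biotin wells as high control, 0.6% DMSO wells as low control; format: 1536-well plates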
Cardio protect: modulators protecting cardiomyocytes from myocardial damage; H9c2 cardiomyocytes, H2O2 injury protection, ATPLite, 2 h; protection from H2O2 cell death, % at 20 µM; 360,000 tested, 0.63% active;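 active = compounds giving at least 50% protection of heart cells from peroxide-induced death in the single-dose screen, raw or plate-pattern-corrected value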;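 also: 0% = DMSO wells with peroxide and 100% = DMSO wells without peroxide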
HIF-2a block: inhibitors of HIF-2a. 786-0 RCC cells HIF-2a reporter, luciferase luminescence, overnight. inhibition, % at 18.8 µM. 360,000 tested, 0.72% active;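 active = inhibition of the luminescence signal of 40% or more relative to plate controls, in a single-dose primary screen at 18.75 µM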
Shn3 3UTR inh: reduces Shn3 3'UTR luciferase signal in osteoblasts; Clone20 osteoblast Shn3 3'UTR firefly luciferase, 24 h; 360,000 tested, 0.52% active; AID 588674; inhibition, % at 12.5 µM;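 active = mean inhibition of at least 75% with every replicate also reaching 75%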;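 also: 0% = median of neutral control wells and 100% = pilot-screen positive control compound; some compounds past the cut are filed as inactive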
Peg3 promoter: Peg3 promoter activity inhibition. AID 588405. HeLa PEG-Prom luciferase reporter, luminescence, overnight. 360,000 tested, 1.7% active. inhibition, % at 20 µM;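 active = inhibition of at least 50% at 20 µM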
PDI turbidity: inhibitors of human protein disulfide isomerase; PDI insulin aggregation turbidity, A650, 90 min; P07237; 350,000 tested, 0.052% active; inhibition, % at 10 µM;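 active = mean inhibition across replicates of 30% or more, whatever share of single replicates reach that level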;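 also: absorbance from insulin aggregation driven by PDI reduction with DTT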
MITF TRPM1 inh: reduces MITF-dependent TRPM1 promoter luciferase signal; SK-MEL-5 TRPM1 promoter luciferase, 24 h; inhibition, % at 12.5 µM; 330,000 tested, 0.83% active;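 active = mean inhibition across replicates of 60% or more, whatever share of single replicates reaches that level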; also: values of inactives mirror those of a sister screen read the other way
The depositor's hits bear a star; nt = no result given; & = joins results of further samples; ! = repeats disagree.

#	Compound	m5-HT2A agonist	hiPSC survival	NR2E3 ag-1	CaV13 ICDI inh	NR2E3 ag-2	Cardio protect	HIF-2a block	Shn3 3UTR inh	Peg3 promoter	PDI turbidity	MITF TRPM1 inh
1	O=C(O)CC(NC(=O)CC(c1ccccc1)c1ccccc1)c1cccc([N+](=O)[O-])c1 (stereo unspecified)	-3	-0.4	-20	-20	-3	1	11	-14	6	-4	-13
2	CN(CC(=O)Nc1cccc([N+](=O)[O-])c1)S(=O)(=O)c1ccccc1	2	-0.8	-12	0	-4	-4	1	7	-1	-1	4
3	CCCOc1ccc(N2C(=O)CC(N3CCN(C(=O)c4ccco4)CC3)C2=O)cc1 (stereo unspecified)	1	0.5	4	-5	-1	4	18	-30	7	9	5
4	Cc1ccc(NC(=O)CN2C(=O)S/C(=C\c3cc(C)n(C)c3C)C2=O)cc1	-4	0.9	5	-14	1	4	-3	-17	14	8	-23
5	Cc1ccccc1-n1c2nc(=O)n(C)c(=O)c-2cc2ccccc21	1	2.6	-4	20	3	2	7	nt	6	0	-5
6	CC(=O)NS(=O)(=O)c1cccnc1Nc1cccc(Cl)c1	0	2.0	-19	-3	-1	-1	16	-11	15	13	2
7	Cc1ccc(NC(=S)N(Cc2ccc(Br)cc2)Cc2ccc(C(=O)O)cc2)cc1C	4	-0.1	-9	-1	-3	-8	-14	4	6	-3	-1
8	CCCCOCCCNC(=O)C[C@@H]1C[C@@]2(C(=O)OC)CCCCC=C2N(Cc2cccc3ccccc23)C1=O	-6	-1.2	-8	-11	nt	nt	5	nt	nt	nt	nt
9	COC(=O)c1sc(S(=O)(=O)Nc2ccc(Br)cc2)c(C(=O)OC)c1C	1	2.0	-6	-1	-3	0	-3	23	7	17	-3
10	Cc1ccccc1-n1nc(C)c2cc(C(=O)N3CCOCC3)sc21	4	0.7	5	-8	-3	0	-7	-5	-2	1	-11
11	COCC(C)(C)COS(N)(=O)=O	7	3.2	4	-5	0	-10	3	-15	-16	-6	-8
12	O=C(CCn1cnnn1)N1CCCC(Nc2ccc(F)cc2)C1 (stereo unspecified)	2	0.3	-5	-2	4	3	3	-31	8	1	9
13	O=C(Nc1ccc(S(=O)(=O)Nc2ncccn2)cc1)C1COc2ccccc2O1 (stereo unspecified)	-1	0.3	13	-8	2	-6	18	-11	11	-14	-1
14	COC(=O)COC(=O)c1ccccc1NC(=O)c1ccccc1	-4	-1.8	-9	-4	-1	-8	10	-8	16	-9	10
15	COC(=O)CNC(=O)CSc1nc2c(sc(=S)n2-c2ccccc2)c(=O)[nH]1	2	0.9	2	-16	nt	4	10	-8	6	2	3
16	COc1ccc(NS(=O)(=O)c2ccc(O)c(C(=O)OCC(=O)NC3CCCCC3)c2)cc1	-4	0.3	-14	-5	0	0	10	-22	7	-1	6
17	CSc1nnc(-c2sc3cc(C(F)(F)F)cnc3c2-c2ccccc2)n1C	1	-1.0	-15	nt	2	12	41*	8	27	-4	32
18	O=C1CCCC2=C1C1(CCCCC1)N=C(Nc1nc3ccccc3s1)N2	-1	-1.9	-1	-9	3	5	11	1	7	9	7
19	CCc1nc2c(OCCOc3ccccc3)cccn2c1N(C)C(=O)c1ccc(C)cc1	-7	-1.0	-27	-6	nt	0	12	1	19	14	nt
20	COCCN1C[C@@H](CO)O[C@@H](n2cnc3c(N(C)C)ncnc32)C1	9	6.1	30	-10	nt	3	18	-29	-10	0	nt
21	CN1CCN(S(=O)(=O)c2ccc(NC(=O)Cc3ccc([N+](=O)[O-])cc3)cc2)CC1	-5	-0.3	-5	nt	1	-3	13	-10	-3	0	1
22	CCCCN(CC)CCCNC(=O)c1cc2c(=O)n(C)c3ccccc3c2n1C	3	-3.6	6	-2	-3	18	-28	-13	-7	nt	-12
23	O=C(NCCS(=O)(=O)NCc1ccccc1)c1ccc2c(c1)OCO2	0	-0.2	-23	-6	1	6	7	-3	5	6	-7
24	C/C(=N/NC(=O)Cc1cccn1C)c1ccccc1	8	-1.4	-5	-7	5	2	-8	6	2	5	5
25	CCN(c1ccccc1)S(=O)(=O)c1nnc(NC(=O)c2ccco2)s1	1	-1.2	8	-7	4	0	0	-21	-15	7	nt
26	CC(=O)Nc1ccc2sn(-c3ccccc3)c(=O)c2c1	1	-2.9	-5	-6	nt	-27	-15	0	-29	-5	nt
27	COCCNC(=O)C1(C)CCCN(C(=O)CCc2ccccc2)C1 (stereo unspecified)	-3	-1.0	-8	-5	nt	5	7	6	7	-4	nt
28	CCc1ccc(NC(=O)Cn2c(=O)n(CCC(=O)NC3CCN(Cc4ccccc4)CC3)c(=O)c3ccccc32)cc1	-4	0.7	22	1	0	-2	9	nt	-2	-2	29
29	Cc1ccc(S(=O)(=O)N2CCN(C(=O)CCC(=O)OCC(=O)Nc3cccc(C#N)c3)CC2)cc1	-4	-1.1	-32	-5	0	-1	4	-24	9	3	6
30	CC1(c2ccccc2)CC(C)(C)N2C(=O)/C(=C3\SC(=S)NC3=O)c3cccc1c32 (stereo unspecified)	0	-0.7	14	-5	-4	-18	9	31	37	1	12
31	NS(=O)(=O)c1ccc(CCNC(=O)CSc2nc3ccsc3c(=O)n2Cc2ccccn2)cc1	0	-1.7	-19	-11	nt	9	-136	-15	-109	5	nt
32	CC1Cc2ccccc2N1C(=O)CN1CCc2ccccc2C1 (stereo unspecified)	3	-1.3	-14	-6	2	43	14	-4	0	1	13
33	COc1ccccc1-n1c(-c2ccccc2)c[n+]2c1CCc1ccccc1-2	5&1	-2.8&-0.3	1&19	-18&-19	4&0	-24&-17	14&14	90*!	12&23	12&2	67*!
34	COc1cccc(-c2sc3ccccc3c2-c2ccc(OCCN3CCCCC3)cc2)c1	-12	-3.0	23	nt	nt	-11	15	10	84*	16	-8
35	COc1cc(C2c3sc(=O)[nH]c3SC3C4CCC(C4)C23)ccc1O (stereo unspecified)	-2	1.2	25	-8	0	4	-1	5	4	0	2
36	O=C(Nc1ccccc1N1CCN(c2ccccc2)CC1)c1ccccc1F	0	-1.6	-18	-4	3	-5	0	-3	22	11	-12
37	CCN(CC)c1ccc2c(C)cc(=O)oc2c1	-1	-1.4	7	nt	0	2	-58	-6	-38	nt	-12
38	O=C(NCC(=O)N(Cc1ccco1)C(C(=O)NC1CCCCC1)c1cccnc1)c1ccco1 (stereo unspecified)	4	-1.9	-5	-4	3	-6	22	3	-24	7	7
39	COc1ccc(OCC(O)CN2CCCCC2)cc1 (stereo unspecified)	4	0.1	18	-5	3	4	-2	-24	6	nt	nt
40	CCOCCOC(=O)c1[nH]c2c(c1C)C(=O)CC(c1ccc(N(C)C)cc1)C2 (stereo unspecified)	3	-0.9	-6	-3	1	-20	-34	47	14	nt	nt
41	CCC(=O)N1CCN(c2ccc(OC)cc2[N+](=O)[O-])CC1	10	12	6	-11	2	8	11	2	5	2	7
42	Cc1ccc(S(=O)(=O)Nc2ccc(Cl)cc2)cc1NC(=O)Cn1cnc2c1c(=O)n(C)c(=O)n2C	-1	13	-5	-3	-3	-8	24	16	6	-1	9
43	C#CCOCCOCCOCCNc1nc(N2CCN(C(=O)[C@H]([C@@H](C)CC)n3cc([C@@H](N)CO)nn3)CC2)nc(N2CCN(C(=O)[C@H](Cc3ccc(O)cc3)n3cc([C@@H](N)C(C)CC)nn3)CC2)n1 (stereo partly specified)	-1	-3.8	17	nt	3	4	0	-3	-17	6	11
44	O=[N+]([O-])c1ccc(C(=Nc2cccc3ccccc23)N2CCOCC2)cc1	0	0.2	13	nt	0	2	22	13	26	-5	20
45	O=C(Nc1cccc(NC(=O)c2ccccc2Cl)c1)c1cccs1	0	-0.1	-3	-5	4	1	-2	-2	-7	5	2
46	Cc1ccc(N2CC(NC(=O)C3CC3)CC2=O)cc1 (stereo unspecified)	4	1.5	-4	-16	0	-2	16	-13	19	3	-10
47	Cc1n[nH]c(=S)n1-c1ccccc1	1	0.4	3	-5	0	4	7	1	10	0	-27
48	Cc1nc2ccc([N+](=O)[O-])cc2c(=O)n1Cc1cccc(Br)c1	-4	-0.6	-15	-3	6	5	12	13	24	-5	-1
49	O=C(Nc1cccc(F)c1)c1ccccc1	2	-1.2	-25	-4	2	-2	-108	7	-112	-9	-32
50	CCOC(=O)C1(C)CCCN(C(=O)c2cccc3ccccc23)C1 (stereo unspecified)	8	5.5	1	-7	nt	4	12	-7	6	7	nt
51	Cc1ccc(-c2nnc(SCC(=O)N/N=C/c3ccccc3C(=O)O)n2-c2ccc(Cl)cc2)cc1	1	0.2	25	-17	-3	2	11	-3	14	5	3
52	CCn1c(=O)c(C(=O)CN2c3ccccc3CC2C)c(N)n(Cc2ccccc2)c1=O (stereo unspecified)	6	-2.1	8	-15	0	-3	16	7	13	0	0
53	COc1ccc(N2CCN(C(=O)c3ccc(CNS(=O)(=O)c4cccc(OC)c4)cc3)CC2)cc1	11	-0.3	29	-7	-5	1	13	28	2	0	8
54	CCCCCCC(=O)N/N=C/c1ccc(Br)cc1	-2	-2.6	7	-4	-1	-9	-22	14	-22	-16	0
55	COC(=O)[C@@]1(Sc2ccc(C)cc2)CC(=O)N[C@@H]1c1ccc(Br)cc1	3	0.1	-36	-6	nt	nt	0	nt	nt	nt	nt
56	Cc1ccc(NC(=O)CCSCCc2ccccn2)cc1	3	-0.7	-14	-4	0	7	12	-1	6	-7	-1
57	CN(C)Cc1nnnn1-c1cccc(-n2nnnc2CN(C)C)c1	2	1.0	-13	-4	1	5	11	-6	5	1	-4
58	CCN1CCN(C(=O)C2CCCN(S(=O)(=O)c3cc(Cl)ccc3Cl)C2)CC1 (stereo unspecified)	-5	-0.5	2	-5	3	-5	15	15	13	3	9
59	Nc1ccc(S(=O)(=O)Nc2ccc(C(=O)c3ccccc3)cc2)cc1	2	-0.5	6	5	2	-4	11	0	0	15	2
60	Cn1cnc2cc(NC(=O)c3cccs3)ccc21	1	0.0	-109	-7	-2	4	-207	-57	-186	-6	-92
61	Nc1cc(=O)[nH]c(SCc2nnc(-c3ccccc3)o2)n1	1	-0.9	-12	-5	0	6	1	-45	-5	-2	2
62	CCN(CC)CCCNc1cc(C(F)(F)F)c(C#N)c2nc3ccccc3n12	-1	-0.6	17	6	5	7	-3	18	10	-1	-8
63	Cc1ccc(Nc2nc(CSc3nnc(-c4cccnc4)n3-c3ccccc3C)cs2)cc1	1	1.3	-25	-15	3	-6	-20	2	-8	-2	3
